CRFBP-R2 block: CRF-BP/CRF-R2 complex antagonism. HEK293 CRF-R2/CRF-BP, CRF-induced calcium fluorescence. inhibition, % at 11.8 µM. hit rate 0.59% among 350,000;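 active = inhibition of the ligand-induced calcium signal above about 50% at the single tested concentration, limit read from the data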
CRFBP-R2 agonist: CRF-BP/CRF-R2 complex agonism. HEK293 CRF-R2/CRF-BP, calcium dye fluorescence (FLIPR); percent of saturating CRF peptide response. activation, % at 13.2 µM. hit rate 0.46% among 350,000;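 active = activation of at least 50%, plus an integration ratio under a set limit after plate pattern correction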;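 also: plate controls were neutral control wells without compound for no effect and CRF at EC100 for full effect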
HCV NS3 hel inh: HCV NS3 helicase inhibition; NS3 helicase DNA unwinding, Cy5 molecular beacon fluorescence; inhibition, % at 10.9 µM; hit rate 0.56% among 290,000;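 active = inhibition above the mean of all tested compounds plus 3 SD, set per campaign, cut at about 35% in these data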;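 also: 0% = DMSO wells and 100% = thioflavine S control wells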
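Assay system – hepatitis C virus NS3 helicase domain fragment enzyme · Buffer or medium – MOPS pH 6.5, MgCl2, DTT, Tween20, BSA · Reagent – Cy5/quencher beacon DNA duplex and ATP to start · Compound – single 10.9 µM dose · Timing – 1 h at 25 °C · Technique – Cy5 beacon fluorescence read at start and 1 h · Measure – % inhibition of unwinding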
SUMO HTRF inh: blocks human SUMOylation mediated by UBC9; inhibition, % at 35 µM; HTRF SUMOylation assay, SAE1/SAE2 + UBC9, in vitro; AID 2006; hit rate 0.36% among 290,000; in the data active = inhibition above about 50%, passing the limit was not always enough; also: strong numbers were not always called active
Target sequence (P63279 whole entry, looked up): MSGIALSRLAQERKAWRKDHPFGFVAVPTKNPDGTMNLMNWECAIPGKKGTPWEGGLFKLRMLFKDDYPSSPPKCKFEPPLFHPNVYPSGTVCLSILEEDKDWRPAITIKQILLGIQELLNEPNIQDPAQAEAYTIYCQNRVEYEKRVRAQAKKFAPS
MEKK3 PB1 HTS: modulators (inhibitors or enhancers) of MEK5 binding to human MEKK3 PB1 domain; Q99759; bead-based flow cytometry, Alexa488-MEK5 binding to MEKK3; actives lie on both sides; 0 = blocked by unlabeled MEK5, 100 = vehicle; binding response (% of control), % at 10 µM; hit rate 1.4% among 290,000; AID 1529;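 active = binding response more than 3 SD above or below the average of its plate-row segment, actives on both sides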;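 also: Alexa488 bead fluorescence after subtracting the streptavidin-only scavenger bead signal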
Target sequence (Q99759 whole entry, looked up, the tested form may be a part): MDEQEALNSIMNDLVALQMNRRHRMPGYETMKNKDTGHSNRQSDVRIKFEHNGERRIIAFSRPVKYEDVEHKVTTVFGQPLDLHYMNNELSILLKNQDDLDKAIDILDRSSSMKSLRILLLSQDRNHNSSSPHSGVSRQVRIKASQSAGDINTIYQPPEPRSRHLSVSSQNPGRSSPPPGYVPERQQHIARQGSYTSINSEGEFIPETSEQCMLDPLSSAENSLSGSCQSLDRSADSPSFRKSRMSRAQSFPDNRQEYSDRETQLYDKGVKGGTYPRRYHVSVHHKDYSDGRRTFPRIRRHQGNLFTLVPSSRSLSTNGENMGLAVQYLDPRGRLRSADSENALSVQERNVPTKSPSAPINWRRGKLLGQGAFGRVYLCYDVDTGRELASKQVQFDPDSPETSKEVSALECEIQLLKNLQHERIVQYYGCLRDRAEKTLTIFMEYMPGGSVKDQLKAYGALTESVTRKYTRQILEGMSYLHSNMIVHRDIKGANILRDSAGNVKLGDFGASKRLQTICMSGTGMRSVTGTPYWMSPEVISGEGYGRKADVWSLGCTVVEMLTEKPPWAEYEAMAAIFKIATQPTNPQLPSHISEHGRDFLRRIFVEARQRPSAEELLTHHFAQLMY
MEKK2wt PB1 HTS: raises or lowers MEK5 binding to wildtype human MEKK2 PB1 domain; Q9Y2U5; bead flow cytometry, Alexa488-MEK5 binding to MEKK2 WT; actives lie on both sides; binding response (% of control), % at 10 µM; hit rate 1.1% among 290,000; AID 1531; in the data active = binding response below about 67% or above about 130%
MEKK2 mut-MEK5: signal of MEK5 binding to mutant human MEKK2 PB1 domain. bead flow cytometry, Alexa488-MEK5 binding to MEKK2 mutant. hit rate 0.35% among 290,000. percent response, % at 10 µM; in the data active = percent response above about 24%, passing the limit was not always enough; also: inactives centre near 1; some results filed as inactive read as strong as hits; reference of the scale not given here
GalR3 antag: human GalR3 antagonism; O60755; HEK293 GalR3-CNG cAMP membrane potential fluorescence; galR3 body fused to GalR1 C-terminus; inhibition, % at 3 µM; hit rate 0.44% among 360,000;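 active = inhibition above the screen-wide average plus 3 SD, cut at about 13% in these data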;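 also: forskolin and galanin both at EC90 stimulate the cells; cAMP rise reported by CNG channel membrane potential dye signal; 0% = forskolin plus galanin with DMSO and 100% = forskolin alone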
Target sequence (O60755 1-299 limits assumed): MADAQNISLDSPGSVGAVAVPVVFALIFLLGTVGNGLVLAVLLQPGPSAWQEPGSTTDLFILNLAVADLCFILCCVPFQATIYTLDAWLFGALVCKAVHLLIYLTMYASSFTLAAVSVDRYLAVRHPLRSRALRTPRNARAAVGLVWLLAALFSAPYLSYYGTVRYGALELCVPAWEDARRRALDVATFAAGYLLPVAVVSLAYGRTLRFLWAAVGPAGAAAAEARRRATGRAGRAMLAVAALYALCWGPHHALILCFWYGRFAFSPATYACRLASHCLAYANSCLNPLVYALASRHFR
FID counter: counter-screen for HCV NS3 helicase inhibitors: DNA intercalator displacement; DNA fluorescent intercalator displacement, fluorescence; inhibition, % at 7.9 µM; hit rate 0.17% among 290,000; in the data active = inhibition above about 37%;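 also: 0% = vehicle and 100% = reference compound; higher means more ethidium bromide displaced from hairpin DNA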
* marks the source's active call; other numbers are inactive results. Only part of the results is shown. The share of hits here may be higher or lower than overall.

Preview:
Results for COc1ccc(C2C(C(=O)c3sc(C)nc3C)=C(O)C(=O)N2CCCn2ccnc2)cc1OC (stereo unspecified) ?
CRFBP-R2 block: 14; CRFBP-R2 agonist: -0.5; HCV NS3 hel inh: 6; SUMO HTRF inh: 10; MEKK3 PB1 HTS: 102; MEKK2wt PB1 HTS: 101; MEKK2 mut-MEK5: 0; GalR3 antag: -4; FID counter: 1

How did COCC(C)NC(C(=O)Nc1cccc(C(C)=O)c1)c1ccccc1 (stereo unspecified) do in these assays?
CRFBP-R2 block: 1; CRFBP-R2 agonist: 2.8; HCV NS3 hel inh: -14; SUMO HTRF inh: 1; MEKK3 PB1 HTS: 102; MEKK2wt PB1 HTS: 100; MEKK2 mut-MEK5: -4; GalR3 antag: 3; FID counter: -12

Main list, repeating the preview:
Results for COc1ccc(C2C(C(=O)c3sc(C)nc3C)=C(O)C(=O)N2CCCn2ccnc2)cc1OC (stereo unspecified) ?
CRFBP-R2 block: 14; CRFBP-R2 agonist: -0.5; HCV NS3 hel inh: 6; SUMO HTRF inh: 10; MEKK3 PB1 HTS: 102; MEKK2wt PB1 HTS: 101; MEKK2 mut-MEK5: 0; GalR3 antag: -4; FID counter: 1

How did COCC(C)NC(C(=O)Nc1cccc(C(C)=O)c1)c1ccccc1 (stereo unspecified) do in these assays?
CRFBP-R2 block: 1; CRFBP-R2 agonist: 2.8; HCV NS3 hel inh: -14; SUMO HTRF inh: 1; MEKK3 PB1 HTS: 102; MEKK2wt PB1 HTS: 100; MEKK2 mut-MEK5: -4; GalR3 antag: 3; FID counter: -12

How did Clc1cccc(CNc2nnnn2-c2ccccc2)c1 do in these assays?
CRFBP-R2 block: 13; CRFBP-R2 agonist: -1.1; HCV NS3 hel inh: -3; SUMO HTRF inh: 28; MEKK3 PB1 HTS: 103; MEKK2wt PB1 HTS: 100; MEKK2 mut-MEK5: 18; GalR3 antag: -6; FID counter: -2

Results for C=CCSC(=C(C#N)C#N)c1cc2c([nH]1)CCCC2 ?
CRFBP-R2 block: -5; CRFBP-R2 agonist: -1.2; HCV NS3 hel inh: 8; SUMO HTRF inh: -4; MEKK3 PB1 HTS: 99; MEKK2wt PB1 HTS: 96; MEKK2 mut-MEK5: 7; GalR3 antag: -1; FID counter: -1

How did Cc1ccc(C(c2c(C)[nH][nH]c2=O)c2c(C)[nH][nH]c2=O)cc1 do in these assays?
CRFBP-R2 block: -9; CRFBP-R2 agonist: 1.8; HCV NS3 hel inh: 3; SUMO HTRF inh: -5; MEKK3 PB1 HTS: 103; MEKK2wt PB1 HTS: 104; MEKK2 mut-MEK5: 5; GalR3 antag: -13; FID counter: -9

Results for O=C(NC(=S)Nc1ccc(N2CCN(C(=O)c3ccccc3)CC2)cc1)c1cccs1 ?
CRFBP-R2 block: -4; CRFBP-R2 agonist: -0.7; HCV NS3 hel inh: 14; SUMO HTRF inh: 7; MEKK3 PB1 HTS: 92; MEKK2wt PB1 HTS: 90; MEKK2 mut-MEK5: -2; GalR3 antag: -2; FID counter: -11

Results for Cn1cc([N+](=O)[O-])c(C(=O)Nc2ccc3nc(-c4ccccc4)[nH]c3c2)n1 ?
CRFBP-R2 block: -12; CRFBP-R2 agonist: -1.6; HCV NS3 hel inh: 1; SUMO HTRF inh: 13; MEKK3 PB1 HTS: 103; MEKK2wt PB1 HTS: 125; MEKK2 mut-MEK5: 10; GalR3 antag: -2; FID counter: 13

How did Cc1onc(-c2c(F)cccc2Cl)c1C(=O)N1CCc2ccccc2C1 do in these assays?
CRFBP-R2 block: 1; CRFBP-R2 agonist: 1.0; HCV NS3 hel inh: 3; SUMO HTRF inh: -9; MEKK3 PB1 HTS: 98; MEKK2wt PB1 HTS: 100; MEKK2 mut-MEK5: -2; GalR3 antag: -3; FID counter: -22

Results for CCn1nc([N+](=O)[O-])c(C(C#N)c2nc3ccccc3n2C)c(Cl)c1=O (stereo unspecified) ?
CRFBP-R2 block: 27; CRFBP-R2 agonist: -1.9; HCV NS3 hel inh: -2; SUMO HTRF inh: 5; MEKK3 PB1 HTS: 100; MEKK2wt PB1 HTS: 104; MEKK2 mut-MEK5: -1; GalR3 antag: -2; FID counter: -2

How did Cc1ccc(NC2CCCN(C(=O)C3CCCC3)C2)cc1C (stereo unspecified) do in these assays?
CRFBP-R2 block: -12; CRFBP-R2 agonist: 0.0; HCV NS3 hel inh: 1; SUMO HTRF inh: 11; MEKK3 PB1 HTS: 104; MEKK2wt PB1 HTS: 107; MEKK2 mut-MEK5: 6; GalR3 antag: -4; FID counter: -36

Results for O=c1nc2n(c3ncccc13)CCCCC2 ?
CRFBP-R2 block: -1; CRFBP-R2 agonist: -1.9; HCV NS3 hel inh: 0; SUMO HTRF inh: 7; MEKK3 PB1 HTS: 101; MEKK2wt PB1 HTS: 95; MEKK2 mut-MEK5: -1; GalR3 antag: 3; FID counter: 9

What do the screens show for `CCOc1ccc(-c2nnn(CC(=O)N3CCN(c4ccc(F)cc4)CC3)n2)cc1OCC`?
CRFBP-R2 block: 18; CRFBP-R2 agonist: -4.1; HCV NS3 hel inh: 4; SUMO HTRF inh: 11; MEKK3 PB1 HTS: 102; MEKK2wt PB1 HTS: 101; MEKK2 mut-MEK5: 1; GalR3 antag: -3; FID counter: 0

What do the screens show for `Cc1cccc(NC(=O)CSCC(=O)Nc2cc(S(=O)(=O)N3CCOCC3)ccc2N2CCCC2)c1`?
CRFBP-R2 block: 2; CRFBP-R2 agonist: 0.0; HCV NS3 hel inh: -6; SUMO HTRF inh: 11; MEKK3 PB1 HTS: 96; MEKK2wt PB1 HTS: 99; MEKK2 mut-MEK5: 5; GalR3 antag: -1; FID counter: -39

How did CC(C)C(c1nnnn1CCc1ccccc1)N1CCC(C(N)=O)CC1 (stereo unspecified) do in these assays?
CRFBP-R2 block: 6; CRFBP-R2 agonist: -2.6; HCV NS3 hel inh: -5; SUMO HTRF inh: -9; MEKK3 PB1 HTS: 102; MEKK2wt PB1 HTS: 91; MEKK2 mut-MEK5: -12; GalR3 antag: -4; FID counter: -2

What do the screens show for `CCN(CC)CC(C)OC(=O)c1cc(OC)c(OC)c(OC)c1` (stereo unspecified)?
CRFBP-R2 block: 4; CRFBP-R2 agonist: -0.1; HCV NS3 hel inh: 2; SUMO HTRF inh: 15; MEKK3 PB1 HTS: 96; MEKK2wt PB1 HTS: 93; MEKK2 mut-MEK5: -4; GalR3 antag: -5; FID counter: 0

Results for Cc1ccnc(-n2c(C)cc(/C=N/NC(=O)COc3cccc4cccnc34)c2C)c1 ?
CRFBP-R2 block: -1; CRFBP-R2 agonist: 0.0; HCV NS3 hel inh: -1; SUMO HTRF inh: 19; MEKK3 PB1 HTS: 94; MEKK2wt PB1 HTS: 98; MEKK2 mut-MEK5: -4; GalR3 antag: -7; FID counter: -34

Results for CC1=C(C(=O)N2CCOCC2)C(c2ccc(Br)cc2)NC(=S)N1c1ccccc1 (stereo unspecified) ?
CRFBP-R2 block: 16; CRFBP-R2 agonist: -1.9; HCV NS3 hel inh: 12; SUMO HTRF inh: -7; MEKK3 PB1 HTS: 102; MEKK2wt PB1 HTS: 103; MEKK2 mut-MEK5: 1; GalR3 antag: 1; FID counter: -15

Results for Cc1ccc(-c2cc(C(=O)N/N=C/c3ccccc3O)n[nH]2)o1 ?
CRFBP-R2 block: -31; CRFBP-R2 agonist: -0.2; HCV NS3 hel inh: -6; SUMO HTRF inh: 6; MEKK3 PB1 HTS: 98; MEKK2wt PB1 HTS: 98; MEKK2 mut-MEK5: 0; GalR3 antag: -4; FID counter: -20

Results for Cc1cccc(CCNS(=O)(=O)c2ccc(S(=O)(=O)NC3CCCC3)cc2)c1 ?
CRFBP-R2 block: -30; CRFBP-R2 agonist: -1.3; HCV NS3 hel inh: -9; SUMO HTRF inh: 9; MEKK3 PB1 HTS: 100; MEKK2wt PB1 HTS: 103; MEKK2 mut-MEK5: -1; GalR3 antag: -5; FID counter: -17

What do the screens show for `NC(=O)[C@@H]1CCCN1C(=O)c1ccc2nc(Cc3ccccc3F)oc2c1`?
CRFBP-R2 block: 29; CRFBP-R2 agonist: -0.2; HCV NS3 hel inh: -1; SUMO HTRF inh: 7; MEKK3 PB1 HTS: 100; MEKK2wt PB1 HTS: 98; MEKK2 mut-MEK5: 5; GalR3 antag: 3; FID counter: -16

What do the screens show for `CNCCC(Oc1ccc(C(F)(F)F)cc1)c1ccccc1` (stereo unspecified)?
CRFBP-R2 block: inactive; CRFBP-R2 agonist: inactive; HCV NS3 hel inh: -60; SUMO HTRF inh: -17; MEKK3 PB1 HTS: 114; MEKK2wt PB1 HTS: 139*; MEKK2 mut-MEK5: 12; GalR3 antag: -4; FID counter: 15

Results for c1ccc(Cn2nnnc2C(c2cccnc2)N2CCN(C3CCCCC3)CC2)cc1 (stereo unspecified) ?
CRFBP-R2 block: -23; CRFBP-R2 agonist: -1.1; HCV NS3 hel inh: -2; SUMO HTRF inh: -10; MEKK3 PB1 HTS: 99; MEKK2wt PB1 HTS: 96; MEKK2 mut-MEK5: 2; GalR3 antag: -5; FID counter: 0

What do the screens show for `Cc1cc(=O)oc2cc(OCC(=O)NCC3CCC(C(=O)O)CC3)ccc12` (stereo unspecified)?
CRFBP-R2 block: -8; CRFBP-R2 agonist: -1.2; HCV NS3 hel inh: -10; SUMO HTRF inh: 0; MEKK3 PB1 HTS: 100; MEKK2wt PB1 HTS: 100; MEKK2 mut-MEK5: 2; GalR3 antag: -1; FID counter: -7

What do the screens show for `O=C(c1ccc(S(=O)(=O)N2CCCCCC2)cc1)N1CCN(c2ccccc2)CC1`?
CRFBP-R2 block: 5; CRFBP-R2 agonist: 0.1; HCV NS3 hel inh: -8; SUMO HTRF inh: -3; MEKK3 PB1 HTS: 100; MEKK2wt PB1 HTS: 98; MEKK2 mut-MEK5: -4; GalR3 antag: -6; FID counter: -46

Results for O=C(COC(=O)C1=COCCO1)Nc1ccc(OC(F)F)cc1 ?
CRFBP-R2 block: 15; CRFBP-R2 agonist: -6.0; HCV NS3 hel inh: -3; SUMO HTRF inh: -2; MEKK3 PB1 HTS: 93; MEKK2wt PB1 HTS: 80; MEKK2 mut-MEK5: -12; GalR3 antag: -2; FID counter: -1

Results for COc1ccc(-c2cc(C(=O)Nc3cccc(O)c3)no2)cc1 ?
CRFBP-R2 block: 8; CRFBP-R2 agonist: 0.1; HCV NS3 hel inh: 8; SUMO HTRF inh: 14; MEKK3 PB1 HTS: 102; MEKK2wt PB1 HTS: 105; MEKK2 mut-MEK5: 4; GalR3 antag: -12; FID counter: -10

How did CCn1c(Cc2ccccc2)nnc1SCC(=O)Nc1nc(C)c(C)s1 do in these assays?
CRFBP-R2 block: -5; CRFBP-R2 agonist: -1.0; HCV NS3 hel inh: -2; SUMO HTRF inh: 0; MEKK3 PB1 HTS: 112; MEKK2wt PB1 HTS: 115; MEKK2 mut-MEK5: 7; GalR3 antag: -5; FID counter: -5

How did CCOc1ccc(NC(=O)c2cccnc2C(=O)O)cc1 do in these assays?
CRFBP-R2 block: 9; CRFBP-R2 agonist: -0.7; HCV NS3 hel inh: 0; SUMO HTRF inh: 16; MEKK3 PB1 HTS: 88; MEKK2wt PB1 HTS: 96; MEKK2 mut-MEK5: -1; GalR3 antag: 0; FID counter: 4
